# AGP1-GFP MLPCN: alters AGP1-GFP fluorescence in TOR pathway yeast screen | S. cerevisiae AGP1-GFP multiplex flow cytometry, 3 h; GFP as percent of DMSO wells | GFP response vs DMSO, % at 10 µM | hit rate 0.02% among 320,000;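 active means GFP response relative to DMSO above a set limit, near screen average plus 3 SD, cut at about 150% in these data; inconclusive means fewer than 70 cells counted for the yeast strain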;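 further: median GFP channel fluorescence of the gated AGP1 strain per well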
# procasp7 counter: counter-screen for procaspase-3 activators: activators of human procaspase-7. AID 463210. recombinant procaspase-7, Ac-DEVD-pNA absorbance 405 nm; D23A/D198A/D206A triple mutant, cannot self-cleave; scale: DMSO 0, 5 µM enzyme 100. activation, % at 8.5 µM. hit rate 0.093% among 330,000. P55210;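 active means percent activation above the screen-wide mean plus 3 SD, cut at about 25% in these data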
# Target sequence (P55210 whole entry D23A/D198A/D206A): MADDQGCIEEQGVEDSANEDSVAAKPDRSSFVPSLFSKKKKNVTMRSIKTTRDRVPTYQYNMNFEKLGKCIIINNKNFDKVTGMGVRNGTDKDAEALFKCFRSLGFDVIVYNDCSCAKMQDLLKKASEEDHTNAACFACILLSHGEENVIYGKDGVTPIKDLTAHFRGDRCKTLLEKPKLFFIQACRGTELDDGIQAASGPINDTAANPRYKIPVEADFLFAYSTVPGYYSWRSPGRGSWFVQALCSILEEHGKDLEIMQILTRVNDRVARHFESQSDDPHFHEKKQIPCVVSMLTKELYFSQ
#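 Test system: Procaspase-7 triple mutant (PC-7 D3A). Also added: Ac-DEVD-pNA substrate, 400 µM as added. Schedule: 1 h enzyme–compound preincubation and 2 h substrate reaction, both 25 °C. Signal: p-Nitroaniline absorbance at 405 nm, read at 0 and 120 min. Control set: low DMSO alone, high DMSO plus 5 µM PC-7.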
# MEP2-GFP yeast: alters MEP2-GFP fluorescence in TOR pathway yeast screen. AID 2016. GFP response vs DMSO, % at 10 µM. hit rate 0.51% among 330,000. S. cerevisiae MEP2-GFP strain, flow cytometry GFP, 3 h; 100% = DMSO control level;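 active means GFP response versus DMSO above a set limit, roughly screen mean plus 3 SD, cut at about 180% in these data; inconclusive means fewer than 70 cells counted for a yeast strain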;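 further: median GFP fluorescence of the barcode-gated MEP2-GFP cells per well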
# RPL19A TOR yeast: alters RPL19A-GFP fluorescence in TOR pathway yeast screen | hit rate 0.3% among 330,000 | percent response vs DMSO, % at 10 µM | S. cerevisiae RPL19A-GFP strain, flow cytometry, 3 h; stronger effect = lower value;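 active means percent response vs DMSO below 50%; inconclusive means fewer than 70 events counted for the yeast strain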;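 further: median channel GFP fluorescence of the barcoded RPL19A-GFP strain; ratio of sample median GFP to plate DMSO average so 100% = DMSO; lower means less RPL19A-GFP as with rapamycin TOR inhibition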
# CIT2-GFP yeast: alters CIT2-GFP fluorescence in TOR pathway yeast screen; S. cerevisiae CIT2-GFP strain, flow cytometry, 3 h; 100 means same as DMSO wells; GFP response vs DMSO, % at 10 µM; hit rate 0.065% among 320,000; AID 2029;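 active means GFP response relative to DMSO above a set limit, near the screen mean plus 3 SD, cut at about 150% in these data; inconclusive means Fewer than 70 cells measured for a yeast strain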;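 further: ratio of well median GFP fluorescence to mean of DMSO wells on the plate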
# procasp3 activ: activates human procaspase-3; AID 463141; P42574; recombinant procaspase-3 D3A, Ac-DEVD-pNA absorbance 405 nm; hit rate 0.11% among 330,000; activation, % at 8.5 µM;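 active means activation above the mean of all tested compounds plus 3 SD, cut at about 21% in these data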;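 further: 0% = DMSO alone and 100% = DMSO wells spiked with extra 5 µM PC-3 D3A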
# Target sequence (P42574 whole entry D9A/D28A/D175A): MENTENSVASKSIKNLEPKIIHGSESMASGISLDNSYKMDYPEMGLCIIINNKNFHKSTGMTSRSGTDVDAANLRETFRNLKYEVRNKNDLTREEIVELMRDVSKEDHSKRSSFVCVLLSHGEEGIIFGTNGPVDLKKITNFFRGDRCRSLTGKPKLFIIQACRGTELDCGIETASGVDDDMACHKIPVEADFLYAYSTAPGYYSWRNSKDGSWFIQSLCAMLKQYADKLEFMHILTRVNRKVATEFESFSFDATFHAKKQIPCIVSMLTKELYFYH
#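 Assay system: Procaspase-3 D3A mutant, all three cleavage aspartates alanine. Buffer or medium: Zinc-free HEPES saline buffer with Triton X-100. Times: 1 h compound preincubation, 2 h substrate hydrolysis at 25 °C. Measured by: 405 nm absorbance of p-nitroaniline, reads at 0 and 120 min. Read-out basis: percent activation relative to control range. Replicates: singlicate.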
# LAP4 TOR yeast: modulators of TOR pathway LAP4-GFP in S. cerevisiae; S. cerevisiae LAP4-GFP multiplex, flow cytometry GFP, 3 h; median GFP as percent of DMSO wells; GFP response vs DMSO, % at 10 µM; hit rate 0.34% among 320,000;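 active means GFP response vs DMSO above a set limit, about the screen mean plus 3 SD, cut at about 150% in these data; inconclusive means under 70 cell events counted for the yeast strain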
# AHR act: activators of human aryl hydrocarbon receptor | P35869 | AHR-responsive luciferase reporter cells, luminescence | activation, % at 5 µM | hit rate 2.5% among 320,000 | AID 2796; in the data active means activation above about 47%;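 further: 0% = vehicle wells and 100% = reference agonist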
# * hit, by the source's call; ? = inconclusive; nt = no result given; & = joins results of further samples; [ ] = remark or other dose.
SMILES,AGP1-GFP MLPCN,procasp7 counter,MEP2-GFP yeast,RPL19A TOR yeast,CIT2-GFP yeast,procasp3 activ,LAP4 TOR yeast,AHR act
Cc1nnc(SCc2nc3sc4c(c3c(=O)[nH]2)CCCC4)[nH]c1=O,111,-3,99,102,104,-1,108,0
CCOCCn1c(CC)nc2ccccc21,104,12,98,102,96,-3,103,1
Cc1cc2ccccn2c1C(=O)c1ccc(NN)c([N+](=O)[O-])c1,98,-3,100,96,94,4,118,20
O=C1NC(Nc2ccccn2)(C(F)(F)F)C(=O)N1c1ccc(F)cc1 (stereo unspecified),102,9,99,96,95,3,103,1
CCOC(=O)c1sc(NC(=S)NC(=O)c2ccccc2)nc1C,93,14,95,97,88,-2,111,24
CC1CCCN(C(=O)c2ccc(NS(=O)(=O)c3ccc4[nH]c(=O)[nH]c4c3)cc2)C1 (stereo unspecified),105,6,106,100,91,3,107,2
CC(C)[C@H](NC(=O)N1CCn2c1nc1ccccc12)C(=O)NCCc1ccccc1,98,-1,97,97,104,-1,83,12
Cc1ccc(Nc2nnns2)cc1,110,-13,109,94,108,-5,108,4
COc1ccc(NC(=O)c2cc(S(=O)(=O)N3CCCCC3)ccc2OC)cc1,95,9,108,100,99,11,92,-1
CCOc1ccccc1C(=O)OCC(=O)NCC1CCCO1 (stereo unspecified),96,10,98,98,85,-2,111,1
O=C(Nc1cc(Cl)cc(Cl)c1)C1CCCC1,101,2,104,100,101,6,99,5
CCCN(CC(=O)Nc1ccccc1C)C(=O)CCNC(=O)c1ccccc1Cl,110,0,107,100,121,6,110,2
CCOc1ccc(NC(=O)c2ccccc2NC(=O)c2cccnc2)cc1,94,14,102,102,105,4,79,17
CN1C(=S)SC(/[N+]([O-])=C\c2ccccc2F)C1(C)C (stereo unspecified),104,6,100,101,107,2,106,-1
Cc1ccc(C(=O)NCCOc2cccc3cccnc23)cc1Cl,103,-3,101,104,104,5,94,31
Cc1nnc(C)c2c(C)n(N)c(C)c12,110,0,99,99,101,-5,106,-1
Cn1c(CCCOc2ccc(Cl)cc2Cl)nnc1SCC(=O)Nc1ccc(F)c(Cl)c1,114,6,123,111,102,0,111,1
Cc1ccc(C)c(SCC(=O)NNC(=O)c2ccccc2)c1,101,-1,98,102,102,13,93,5
Cc1ccc(S(=O)(=O)N2CCN(C(=O)c3ccc(COc4ccccc4)o3)CC2)cc1,103,-1,103,96,98,-2,99,-1
COc1ccc(NC(=O)C(C)N2C(=O)c3ccccc3C2=O)cc1S(=O)(=O)N1CCOCC1 (stereo unspecified),103,7,102,97,104,-3,103,1
Cc1cc(C)n(C)c(=O)c1C#N,111,2,103,102,115,2,101,1
CCOc1ccc(CCNC(=O)COC(=O)c2cc([N+](=O)[O-])ccc2N2CCOCC2)cc1OCC,94,-11,99,103,91,-7,95,5
Cc1ccc2c(CC(=O)O)coc2c1C,103,-8,100,101,100,-1,102,1
Nc1ccc2nc(-c3ccccc3)sc2c1,88,1,111,105,83,3,112,22
Oc1ccc(C2C(c3ccccc3)=NN=C(c3ccc(Cl)cc3)N2O)c(O)c1 (stereo unspecified),14[may fluoresce violet],-15,150[may fluoresce violet],89[may fluoresce violet],?,3,93[may fluoresce violet],48*
CC1(C)CC(=O)C(CC2=C(O)CC(C)(C)CC2=O)C(=O)C1,100,-2,101,100,97,-14,86,-1
COc1cccc(NC(=O)CSc2nc3ccccc3n2C)c1,98,-9,93,100,95,7,112,4
O=C(O)c1cccc2sc3cc(Cl)ccc3c(=O)c12,93,-1,98,99,88,-4,110,0
COc1ccc(CSCCNC(=S)Nc2ccccc2)cc1Cl,101,2,93,95,102,2,119,4
COc1cccc(CNC(=O)CN2C(=O)COc3ccc(S(=O)(=O)N4CCCCC4)cc32)c1,99,-10,104,100,97,0,97,2
CCn1c(=N)n(CC(=O)c2cccc(OC)c2)c2ccccc21,nt,-3,112,99,107,2,109,50*
COC(=O)c1ccc(C23CC4(C2)[C@H](CN(CC2CCCCC2)[C@@H]4c2ccccc2)C3c2ccccc2)cc1 (stereo partly specified),103,12,96,93,97,2,94,1
Cc1ccc(OCCn2cnc(Cl)c2Cl)cc1,104,14,119,103,103,2,98,41
Cc1nc(SCC(=O)N2CCCCCC2)[nH]c(=O)c1C,106,10,100,92,92,1,109,-2
CCc1cc2c(SCC(=O)Nc3ccc(NC(C)=O)cc3)ncnc2s1,101,-1,102,101,95,7,97,-1
CCOC(=O)c1nnc(-c2ccccc2)o1,98,5,101,101,95,-6,100,-1
O=C(COC(=O)c1ccc2c(c1)OCO2)NCc1ccc2c(c1)OCO2,97,0,110,100,104,11,92,2
CCC(CO)Oc1cc(NC(=O)c2ccc(F)cc2)c2ncn(C(C)C)c2c1 (stereo unspecified),103,-6,99,99,102,0,110,-2
O=C(c1cccc(S(=O)(=O)N2CCOCC2)c1)N(CCc1ccccc1)Cc1ccccc1,90,4,92,91,92,8,90,0
COc1ccc(/C=C2\N=C(C)N(c3ccc(C(=O)O)cc3)C2=O)cc1OC,98,2,101,104,100,8,94,-5
CC1CCN(S(=O)(=O)c2cc3c4c(c2)CCN4C(=O)CC3)CC1,115,8,105,105,116,1,100,-4
COc1cccc(-c2nc(CS(=O)CC(=O)NC3CCCCC3)c(C)o2)c1 (stereo unspecified),101,-16,103,101,97,-13,105,0
Cc1cccc(C)c1NC(=O)C(=O)NCC1CCCN1S(=O)(=O)c1ccccc1 (stereo unspecified),99,3,93,90,83,-1,112,0
O=C(CCS(=O)(=O)c1cccc2nsnc12)N1CCN(C(=O)c2ccco2)CC1,107,-7,101,105,104,-5,93,-2
Cc1ccc(CNC(=O)c2nnc(CS(=O)(=O)c3ccccc3)o2)cc1,83,6,100,92,88,-1,106,4
CCOC(=O)c1ccc(NC(=O)C(C)Sc2nc(O)c(-c3ccccc3)c(=O)[nH]2)cc1 (stereo unspecified),107,-2,102,99,110,9,106,0
COc1ccc(CCNC(=S)Nc2cccc(C)c2C)cc1,100,0,102,100,100,8,106,1
COc1ccc([C@@H]2[C@@H]3C(=O)N(C(C)(C)C)C(=O)[C@@H]3[C@]3(Cc4ccccc4)C(=O)N(c4cccc(F)c4)C(=O)N23)cc1,83,2,91,97,76,2,105,2
Cc1cccc2nc(CSc3nc4[nH]ncc4c(=O)n3-c3ccccc3Cl)cc(=O)n12,107,-2,106,101,93,0,100,28
O=C1CN(C(=O)CSc2nnc(-c3ccccc3)n2Cc2ccc3c(c2)OCO3)c2ccccc2N1,107,-2,100,102,116,-6,99,5
COc1ccc2[nH]c(=O)c(CN(CC3CCCO3)C(=S)Nc3cccc(C)c3)cc2c1 (stereo unspecified),96,-6,86,85,86,1,97,1
O=C(Nc1ccccc1Cl)N(Cc1nc2ccccc2c(=O)[nH]1)Cc1cccs1,102,8,105,97,99,1,91,0
CC1CCN(C(=O)COC(=O)c2nn(C)c(=O)c3ccccc23)CC1,104,1,106,102,110,7,104,-1
O=C(O)CN1C(=O)/C(=C/c2ccccc2Br)Oc2ccccc21,107,11,106,105,106,2,99,10
CC(C)Oc1ccccc1OCCCOc1cccc2cccnc12,105,5,97,100,96,4,100,7
COc1ccc2cc(/C=C/C(=O)c3ccco3)c(Cl)nc2c1,107,-3,105,100,96,9,106,9
Cc1nn(-c2ccccc2)c(C)c1/C=C/C(=O)OCC(=O)NC1CCS(=O)(=O)C1 (stereo unspecified),101,9,109,102,104,3,108,1
CN(CC1CCCN(CCc2ccc(Cl)cc2)C1)C(=O)C(=O)c1ccco1 (stereo unspecified),98,-2,115,111,106,9,93,2
COc1ccccc1N1CCN(C(=O)c2ccc3c(=O)n4c(nc3c2)CCCCC4)CC1,94,1,97,87,88,3,90,5
O=C1NC2(CCCc3ccccc32)C(=O)N1Cc1nnc(-c2ccccc2Br)o1 (stereo unspecified),104,-5,100,100,96,0,99,7

# Some of these compounds in order of count of non-hydrogen atoms, low to high:
SMILES,AGP1-GFP MLPCN,procasp7 counter,MEP2-GFP yeast,RPL19A TOR yeast,CIT2-GFP yeast,procasp3 activ,LAP4 TOR yeast,AHR act
COc1ccc2cc(/C=C/C(=O)c3ccco3)c(Cl)nc2c1,107,-3,105,100,96,9,106,9
CN(CC1CCCN(CCc2ccc(Cl)cc2)C1)C(=O)C(=O)c1ccco1 (stereo unspecified),98,-2,115,111,106,9,93,2
O=C1NC2(CCCc3ccccc32)C(=O)N1Cc1nnc(-c2ccccc2Br)o1 (stereo unspecified),104,-5,100,100,96,0,99,7

# The main list resumes; the two compounds before the break are reprinted first.
SMILES,AGP1-GFP MLPCN,procasp7 counter,MEP2-GFP yeast,RPL19A TOR yeast,CIT2-GFP yeast,procasp3 activ,LAP4 TOR yeast,AHR act
COc1ccccc1N1CCN(C(=O)c2ccc3c(=O)n4c(nc3c2)CCCCC4)CC1,94,1,97,87,88,3,90,5
O=C1NC2(CCCc3ccccc32)C(=O)N1Cc1nnc(-c2ccccc2Br)o1 (stereo unspecified),104,-5,100,100,96,0,99,7
CCc1ccccc1N1CSC2=C(C#N)C(c3cc(OC)c(OC)cc3OC)CC(=O)N2C1 (stereo unspecified),99,-32,104,98,97,-28,103,0
O=C1CCC(C(=O)N(CCO)Cc2ccccc2)CN1CC1CCCCC1 (stereo unspecified),103,13,109,103,99,-2,111,1
Cc1ccccc1CN(C)CCc1ccccn1,97,13,99,103,90,1,91,3
CCc1ccc2nc(NC(=O)Cn3cnc4ccccc4c3=O)sc2c1,101,-2,99,97,94,1,108,9
COc1ccccc1C(=O)NNC(=S)NC(=O)c1cccs1,126,-11,108,125,122,-6,186*,39
CC(C)Cc1nnc(NC(=O)CCC(=O)Nc2ccccc2)s1,96,9,103,99,101,12,97,0
Cc1ccc(-c2cc(C(F)(F)F)c(C#N)c(SCCC#N)n2)o1,94,12,99,94,94,22*,95,8
COc1ccccc1-c1cc(C(=O)Nc2sc3c(c2C#N)CCC(C)C3)c2ccccc2n1 (stereo unspecified),102,-4,103,102,89,3,101,14
CC(C)CNC(=O)c1cccc(NC(=O)C(C)C)c1,99,2,96,94,97,-5,97,-2
CSc1ncccc1C(=O)N(C)CC(=O)Nc1ccc(Cl)c(C(F)(F)F)c1,104[may fluoresce red],6,?,?,97[may fluoresce red],-6,98[may fluoresce red],-4
CN1C(C(=O)Nc2ccccn2)=C(O)c2ccccc2S1(=O)=O,83&92,-14&3,90&95,97&98,114&101,2&2,105&104,16&-1

# 6 of the entries above in order of the MEP2-GFP yeast value, high to low.
Compound | MEP2-GFP yeast
Cc1nn(-c2ccccc2)c(C)c1/C=C/C(=O)OCC(=O)NC1CCS(=O)(=O)C1 (stereo unspecified) | 109
COc1ccccc1C(=O)NNC(=S)NC(=O)c1cccs1 | 108
CCCN(CC(=O)Nc1ccccc1C)C(=O)CCNC(=O)c1ccccc1Cl | 107
CCOC(=O)c1ccc(NC(=O)C(C)Sc2nc(O)c(-c3ccccc3)c(=O)[nH]2)cc1 (stereo unspecified) | 102
CCOc1ccc(CCNC(=O)COC(=O)c2cc([N+](=O)[O-])ccc2N2CCOCC2)cc1OCC | 99
CC(C)CNC(=O)c1cccc(NC(=O)C(C)C)c1 | 96

# Compound activity (PubChem BioAssay)
